Assay outcomes deposited in PubChem by National Center for Advancing Translational Sciences (NCATS).
HEK cytotox: Cytotoxic Profiling in HEK 293 Cell Line of Diverse Libraries Using Quantitative High-Throughput Screening; HEK 293 viability, ATP luminescence (CellTiter-Glo), 48-72 h; Potency, µM (titrated, usually from 115 µM), for inactives: at the top dose activity change, negative = cytotoxicity, hits mostly inhibitors; 94,000 tested, 6.6% active; AID 1345083, 2018; also: potency is read from the fitted curve at half-maximal effect; nearly all actives have a fitted effect of over 60% in size
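HEK 293 cells seeded at 250 cells/well were exposed to compound for 48 or 72 hr at 37 degree Celsius. Viability taken as ATP content by CellTiter-Glo luminescence.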
GPT2 inh: Primary qHTS assay for inhibitors of Glutamate pyruvate transaminase 2 (GPT2); Potency, µM (highest dose often 57.7 µM), for the others: top-dose activity change, negative = inhibition, most hits filed as inhibitors; AID 1671188, 2021; 100,000 tested, 0.25% active; Recombinant GPT2, coupled pyruvate oxidase/HRP Amplex Red fluorescence; Alanine aminotransferase 2 (Homo sapiens), Q8TD30; also: potency is read from the fitted curve at half-maximal effect; nearly all actives have a fitted effect of over 60% in size; many of its hits are not listed in these tables
Target sequence (Q8TD30 whole entry, looked up): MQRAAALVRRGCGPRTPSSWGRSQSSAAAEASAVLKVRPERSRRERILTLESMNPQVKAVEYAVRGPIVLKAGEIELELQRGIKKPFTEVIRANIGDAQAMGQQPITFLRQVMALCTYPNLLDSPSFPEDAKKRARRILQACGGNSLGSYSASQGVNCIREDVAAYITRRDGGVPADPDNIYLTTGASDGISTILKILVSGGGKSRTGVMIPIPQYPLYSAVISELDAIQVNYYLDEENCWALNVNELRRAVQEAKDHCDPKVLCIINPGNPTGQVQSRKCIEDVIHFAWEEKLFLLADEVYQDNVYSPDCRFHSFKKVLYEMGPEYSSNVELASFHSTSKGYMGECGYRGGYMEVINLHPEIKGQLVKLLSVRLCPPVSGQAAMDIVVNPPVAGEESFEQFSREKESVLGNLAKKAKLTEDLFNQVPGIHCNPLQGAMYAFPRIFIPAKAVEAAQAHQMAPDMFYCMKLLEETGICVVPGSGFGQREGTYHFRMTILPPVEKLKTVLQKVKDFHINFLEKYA
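Recombinant GPT2 (10ng/uL) with 250uM a-KG and 2mM L-alanine, 30 min at room temperature, in HEPES pH 7.5 buffer. Pyruvate detected by pyruvate oxidase/HRP/Amplex Red fluorescence after 30 min in the dark; AOA (50uM) as positive control.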
SNCA expr inh: Primary qHTS assay for inhibitors of alpha-synuclein gene (SNCA) expression | HEK-293 SNCA-luciferase knock-in, luminescence, 24 h | Potency, µM (doses to about 57.2 µM), for inactives: top-dose activity change, negative = inhibition, hits mostly inhibitors | 140,000 tested, 0.17% active | AID 1671194, 2021;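 also: potency is read from the fitted curve at half-maximal effect; plate controls were DMSO cells for no effect and cell-free wells for full effect; nearly all actives have a fitted effect of over 45% in size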
SNCA viab count: GF-AFC viability counterscreen for inhibitors of alpha-synuclein gene (SNCA) expression. HEK-293-SNCA-luc viability, GF-AFC fluorescence, 24 h. Potency, µM (doses to about 57.1 µM), for the others: top-dose activity change, negative = cytotoxicity, hits mostly cytotoxic. 150,000 tested, 0.12% active. AID 1671193, 2021;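 also: potency is read from the fitted curve at half-maximal effect; 0% = DMSO-treated cells and -100% = medium-only wells without cells; nearly all actives have a fitted effect of over 30% in size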
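Cytotoxicity counterscreen: after 24 h compound treatment of genome-edited SNCA-luciferase HEK-293 cells, live-cell protease substrate GF-AFC read by fluorescence after 30 min; activity scaled between DMSO (0%) and medium-only (-100%), curves Hill-fitted.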
IP6K1 inh: Primary qHTS assay for small molecule inhibitors of Inositol hexaphosphate kinase 1 (IP6K1) | IP6K1 kinase, ADP-Glo luminescence, 2 h; stronger effect = lower value | activity change, % (series mostly up to about 58 µM) | 140,000 tested, 0.81% active | AID 1645851, 2021; in the data active = activity change below about -25%
Target sequence (Q92551 whole entry, looked up): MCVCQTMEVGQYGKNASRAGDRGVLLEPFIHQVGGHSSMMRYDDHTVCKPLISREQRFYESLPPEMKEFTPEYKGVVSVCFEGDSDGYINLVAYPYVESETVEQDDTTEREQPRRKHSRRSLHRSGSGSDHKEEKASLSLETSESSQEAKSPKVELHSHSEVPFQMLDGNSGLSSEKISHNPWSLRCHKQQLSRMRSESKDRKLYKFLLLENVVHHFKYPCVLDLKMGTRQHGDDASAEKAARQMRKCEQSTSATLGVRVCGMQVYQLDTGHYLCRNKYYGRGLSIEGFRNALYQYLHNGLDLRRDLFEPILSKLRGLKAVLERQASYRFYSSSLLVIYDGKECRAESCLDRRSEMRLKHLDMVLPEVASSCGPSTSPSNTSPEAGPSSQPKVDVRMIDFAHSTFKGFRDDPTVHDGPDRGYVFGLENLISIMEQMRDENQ
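ADP-Glo luminescence measures ADP made by human IP6K1 during a 2 h RT reaction with ATP/IP6 (mix at 1.3 mM/130 uM); top library doses 57.5 and 19.1 uM final.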
NIH3T3 tox: Cytotoxic Profiling in NIH 3T3 Cell Line of Diverse Libraries Using Quantitative High-Throughput Screening | Potency, µM (top dose mostly 96.7 µM), for the others: at the top dose activity change, negative = cytotoxicity, usual class: inhibitors | NIH 3T3 viability, CellTiter-Glo ATP luminescence, 48-72 h | AID 1345082, 2018 | 94,000 tested, 4.3% active; also: potency is read from the fitted curve at half-maximal effect; nearly all actives have a fitted effect of over 55% in size
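Cytotoxicity was measured by CellTiter-Glo ATP luminescence after 48 or 72 h compound exposure at 37 °C. Mouse NIH 3T3 fibroblasts were seeded at 400 cells/well and dosed by 23 nL pin transfer.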
FLuc inh: Firefly luciferase inhibition profiling of diverse chemical library using quantitative high-throughput screening. 76,000 tested, 2.5% active. purified P. pyralis luciferase, luminescence, biochemical. AID 1347043, 2019. Potency, µM (doses to about 115 µM), inactives show at the highest dose activity change, negative = inhibition, most hits filed as inhibitors. Luciferin 4-monooxygenase (Photinus pyralis), P08659; also: potency is read from the fitted curve at half-maximal effect; nearly all actives have a fitted effect of over 65% in size
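FLuc 10nM, D-luciferin 10uM, ATP 10uM, Mg acetate 10mM, Tris acetate pH 7.5, Tween/BSA; cpd qHTS; enzyme added last; CCD luminescence.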
* = called active by the depositor; i = inactive; ? = inconclusive; · = no result given; [ ] = dose if it differs, or a comment. Unless noted, calls follow the shape of the dose curve; as a rule, active = well fitted curve in the direction sought with a large enough effect; inconclusive = small, poorly fitted or top-dose-only effect, or another doubt; inactive = no such curve, though single readings can be large; an effect the other way counts as inactive or inconclusive. Unless noted, % is scaled to controls: 0 for no effect and ±100 for the full control effect.

SMILES	HEK cytotox	GPT2 inh	SNCA expr inh	SNCA viab count	IP6K1 inh	NIH3T3 tox	FLuc inh
CSc1cccc(NC(=O)C2CCN(c3cnc4nccnc4c3)CC2)c1	8.91µM*	-1.6%	-24.7%	?	-7.3	6.31µM*	-10.4%
O=C(c1ccccc1F)N1CCCC(c2nn(-c3ccccc3)c(=O)[nH]2)C1 (stereo not drawn)	?	i	13.7%	12.8%	0.7	-22.0%	-7.3%
NC(=O)c1cc(S(=O)(=O)NCC2CCC(C(=O)Nc3cccc(Cl)c3)CC2)cs1 (stereo not drawn)	·	·	17.4%	-4.4%	-9.9	·	·
Cc1ccccc1C(=O)N1CCC[C@@H]1C(=O)N1CCCC(c2nc3ccncc3[nH]2)C1 (stereo partly drawn)	i	1.2%	-11.4%	6.3%	2.9	-20.8%	·
O=C(Nc1ccccc1CCc1ccccn1)C1CCN(c2cnn(Cc3ccccc3)c(=O)c2)C1 (stereo not drawn)	?	i	?	-15.9%	0.4	?	0.0%
O=C(Nc1ccc(F)cc1)N1CC[C@H]2COC(=O)N2c2cc(F)ccc2C1	-7.9%[172 µM]	i	59.6%[activator][87.6 µM]	-8.0%[87.6 µM]	-12.5	?	56.2µM*
CC(C)[C@@H](N)C(=O)N1CCC2(CC1)Nc1ccccc1NC2=O	-4.5%	-19.9%	-4.6%	-21.8%	9.6	-7.4%	-2.5%
Cc1ccc(Nc2ccnc(N3CCC(NC(=O)c4cccc(Cl)c4)CC3)n2)cc1	?	i	-29.0%	-7.7%	-11.3	39.8µM*	·
O=C(Cc1cccc(F)c1)NC1CCN(c2cc(-c3cccs3)[nH]n2)C1 (stereo not drawn)	?	?	12.4%	-4.4%	-3.2	?	3.7%
O=C(COCc1cc(-c2cccs2)on1)Nc1cc(Cl)ccc1O	·	·	1.1%	-7.5%	-6.2	·	·
COc1cccc(NC(=O)N2[C@@H]3CC[C@H]2CC(NC(=O)c2cnc(C)cn2)C3)c1 (stereo partly drawn)	1.2%	i	11.2%	-9.1%	11.6	-19.2%	?
Cc1nn2c(c1-c1ccccc1C(C)C)N(C(=O)Cc1ccc3c(c1)OCO3)CCC2	?	-17.4%[88.5 µM]	-1.0%[87.6 µM]	-6.6%[87.6 µM]	11.4	39.8µM*	3.0%[172 µM]
CNCC(=O)N1CCC(Cc2cccc(C(N)=O)c2)C1 (stereo not drawn)	i	-1.3%	-0.7%	4.7%	6.2	i	3.7%
COc1ccc2c(c1)c(N1CCCC1=O)c(C(=O)Nc1ccc(OC)c(Cl)c1)n2C	·	·	-5.0%	-24.8%	24.1	·	·
O=C(NCc1cccc(C(F)(F)F)c1)c1ccc2nc(-c3ccncc3)oc2c1	?	-22.1%	10.8%	0.4%	-9.8	?	·
CC(C)NC(=O)N(C1CC1)C1CCOC2(CCN(C(=O)CCCc3ccccc3)CC2)C1 (stereo not drawn)	?	i	17.9%	-2.5%	21.8	?	?
O=C(Nc1ccc(F)cc1)c1oc2ccccc2c1NC(=O)C12CC3CC(CC(C3)C1)C2	·	·	?	-4.6%	-10.0	·	·
CC(=O)N1CCC2(CC1)CN(C(=O)Cc1cccc(O)c1)Cc1ccccc1O2	1.9%	-8.1%	-25.9%	2.1%	8.1	-4.3%	·
Cc1ccc(NC(=O)N2C[C@H](c3nc(-c4cccnc4)no3)[C@@H](C)C2)cc1	?	-3.0%	26.9%	2.4%	6.9	-13.8%	?
CCC(=O)N1CCc2c(C(=O)NCc3ccc(OC(C)C)cc3)cccc21	?	4.5%	-30.4%	?	-2.0	-20.8%	-3.4%
Cc1ccc(-c2nc3scc(CCNS(=O)(=O)c4ccc(C)c(C)c4)n3n2)cc1	·	·	-7.9%	?	-6.9	·	·
Oc1ccccc1CN1CCC(O)(c2csc(CN3CC[C@@H](O)C3)n2)CC1	i	0.9%[88.5 µM]	-2.5%[87.6 µM]	-12.5%[87.6 µM]	1.3	i	3.2%[172 µM]
c1ccc(-n2cc(CN3CCC(Oc4ccncc4)CC3)nn2)cc1	?	i	?	-20.1%	6.8	?	-0.5%
COC(=O)N1CCn2ncc(C(=O)N3CCOCC3)c2C1	-37.0%	3.2%	-0.2%	-2.7%	11.9	-46.3%	·
CCOc1ccc2oc(=O)cc(CN3CCN(c4ccccc4OC)CC3)c2c1	·	·	-6.2%	6.7%	-19.0	·	·
Following part:
SMILES	HEK cytotox	GPT2 inh	SNCA expr inh	SNCA viab count	IP6K1 inh	NIH3T3 tox	FLuc inh
CCCS(=O)(=O)N1CCC2(CC1)CN(c1ccccc1)C2=O	-22.5%	i	28.3%	6.4%	27.2	-10.5%	-7.1%
Cc1cn2nc(-c3nc(C4CCCN(C(=O)c5ccccc5)C4)no3)cc2c(=O)[nH]1 (stereo not drawn)	-14.7%	4.9%	?	-13.9%	-16.8	-22.1%	?
CCC1CCCCN1S(=O)(=O)c1ccc(NC(=O)c2nc(SC)ncc2Cl)cc1 (stereo not drawn)	·	·	?	-7.6%	4.4	·	·
O=C(c1ccoc1)N1CCC(Oc2ccccc2-c2nc(C3CCOCC3)no2)C1 (stereo not drawn)	-1.6%	i	-15.3%	-5.8%	5.6	-1.1%	-3.6%
O=C(c1nc(-c2ccc(Cl)cc2)c2cnccn12)N1CCOCC1	?	i	2.7%[87.6 µM]	5.6%[87.6 µM]	0.0	-24.8%[138 µM]	-4.2%[172 µM]
CCOc1ccccc1NC(=O)c1c2c(nc3ccccc13)C(=O)N(C1CCCCC1)C2	·	·	?	-3.8%	13.2	·	·
CNC(=O)c1cc(C)nc2onc(C3CCCN(C(=O)C4CC4)C3)c12 (stereo not drawn)	-2.3%	·	·	·	-10.0	-8.4%	·
COc1ccc(CCCc2nnc(SCC(=O)Nc3ccc(OC)cc3)o2)cc1	·	·	0.6%	3.1%	-1.7	·	·
CCCc1noc(-c2ccc(NCc3ccc(C)cc3)c([N+](=O)[O-])c2)n1	·	·	-2.8%	3.4%	9.9	·	·
COc1ccccc1CNC(=O)CC1COCCN1C(=O)C1CCCCC1 (stereo not drawn)	-6.6%	-1.5%	-0.1%	0.8%	-13.1	-2.4%	-3.4%
CC(=O)Nc1ccc(CN2CCC23Cc2ccccc2NC3=O)cc1 (stereo not drawn)	i	i	-23.4%[87.6 µM]	0.2%[87.6 µM]	3.0	-19.8%[138 µM]	1.3%[172 µM]
COCCOCC1(CNS(=O)(=O)c2c(C)noc2C)C[C@@H](O)[C@@H](O)C1 (stereo partly drawn)	i	-5.6%[88.5 µM]	4.3%[87.6 µM]	2.1%[87.6 µM]	4.4	-16.6%[138 µM]	-1.5%[172 µM]
O=C(NCCC1CCN(C(=O)Nc2cc(F)ccc2F)CC1)c1ccccc1F	?	i	41.3%[activator]	-6.0%	8.6	-24.9%	·
COc1cccc(NS(=O)(=O)c2cc(-c3cnc(C4CC4)o3)ccc2C)c1	·	·	15.4%	1.9%	-5.2	·	·
COc1ccc(C(=O)N2CCCC2C(=O)N2CCC(c3ccccc3)CC2)cc1 (stereo not drawn)	-24.3%	i	24.4%	-10.9%	-4.9	-9.2%	·
COCC1(CNC(=O)NC(C)C)C[C@@H](O)[C@@H](O)C1 (stereo partly drawn)	i	2.3%[88.5 µM]	-4.5%[87.6 µM]	-0.5%[87.6 µM]	-2.4	-2.4%[230 µM]	-5.0%[230 µM]
COc1ccc(-c2nc(C(C)C)nc3c2CCN(C(=O)c2ccccc2Cl)CC3)cc1	?	i	-8.1%	?	1.1	?	2.1%
CCC1CN(S(=O)(=O)c2cc(-c3cc(C)no3)ccc2C)c2cc(Cl)ccc2O1 (stereo not drawn)	·	·	-0.9%	9.8%	11.6	·	·
COCC[C@]1(O)CCN(C(=O)c2cc3c(s2)CCCC3)C[C@H]1C	i	i	6.5%	9.9%	3.4	i	-15.9%
CN1CCN([C@@H]2[C@H](O)[C@H](CO)O[C@@H]2CNC(=O)c2ccccc2)CC1	0.5%[172 µM]	i	51.3%[activator][87.6 µM]	3.8%[87.6 µM]	9.7	-2.9%[174 µM]	-13.9%[172 µM]
CCOC(=O)c1ccc(NC(=O)CSc2nc(-c3ccc(F)cc3)cc(C(F)(F)F)c2C#N)cc1	·	·	12.5%	7.1%	-3.5	·	·
CCn1cc(S(=O)(=O)N2CCC(Cc3nc(-c4ccncc4)n[nH]3)C2)cn1 (stereo not drawn)	5.2%	i	11.9%	5.6%	0.8	-5.5%	5.9%
Cc1ccc(Cl)cc1NC(=O)N1CCc2cc(S(=O)(=O)N3CCC(C)CC3)ccc21	·	·	4.8%	3.8%	11.5	·	·
CC(O)c1cc2n(n1)CCCN(c1ncnc3ccsc13)C2 (stereo not drawn)	0.4%	-28.3%	-6.6%	3.3%	1.3	-22.3%	8.0%
Cn1nc(C2CCCNC2)n(Cc2ccccc2)c1=O (stereo not drawn)	17.7%	i	-4.5%	2.4%	-1.3	2.3%	7.5%
COc1cc2nc(N3CCN(C(=O)OCc4ccccc4)C(C(=O)NC(C)(C)C)C3)nc(N)c2cc1OC (stereo not drawn)	·	2.2%	42.7%[activator]	-19.9%	·	·	·
CC(C)c1ccc(NC(=O)c2cnc3sc(N4CCCC4)nn3c2=O)cc1	·	·	3.7%	5.1%	46.6	·	·

One compound at a time (already shown). Order of screens: HEK cytotox, GPT2 inh, SNCA expr inh, SNCA viab count, IP6K1 inh, NIH3T3 tox, FLuc inh
`COCCOCC1(CNS(=O)(=O)c2c(C)noc2C)C[C@@H](O)[C@@H](O)C1` (stereo partly drawn) is listed with i, -5.6%[88.5 µM], 4.3%[87.6 µM], 2.1%[87.6 µM], 4.4, -16.6%[138 µM], -1.5%[172 µM]
`CC(C)c1ccc(NC(=O)c2cnc3sc(N4CCCC4)nn3c2=O)cc1` is listed with ·, ·, 3.7%, 5.1%, 46.6, ·, ·
`O=C(c1nc(-c2ccc(Cl)cc2)c2cnccn12)N1CCOCC1` is listed with ?, i, 2.7%[87.6 µM], 5.6%[87.6 µM], 0.0, -24.8%[138 µM], -4.2%[172 µM]

Reprinted at random: three compounds from above.
SMILES	HEK cytotox	GPT2 inh	SNCA expr inh	SNCA viab count	IP6K1 inh	NIH3T3 tox	FLuc inh
COc1ccc(CCCc2nnc(SCC(=O)Nc3ccc(OC)cc3)o2)cc1	·	·	0.6%	3.1%	-1.7	·	·
CCC1CCCCN1S(=O)(=O)c1ccc(NC(=O)c2nc(SC)ncc2Cl)cc1 (stereo not drawn)	·	·	?	-7.6%	4.4	·	·
O=C(c1ccoc1)N1CCC(Oc2ccccc2-c2nc(C3CCOCC3)no2)C1 (stereo not drawn)	-1.6%	i	-15.3%	-5.8%	5.6	-1.1%	-3.6%

This is a subset, so the mix of outcomes need not match the whole.
